USP10 block = human USP10 deubiquitinase inhibition; Q14694; purified USP10, Ub-rhodamine fluorescence, 60 min; inhibition, % at 20 µM; 47,000 compounds, 1.1% hits; AID 1645856
Target sequence (Q14694 whole entry, looked up): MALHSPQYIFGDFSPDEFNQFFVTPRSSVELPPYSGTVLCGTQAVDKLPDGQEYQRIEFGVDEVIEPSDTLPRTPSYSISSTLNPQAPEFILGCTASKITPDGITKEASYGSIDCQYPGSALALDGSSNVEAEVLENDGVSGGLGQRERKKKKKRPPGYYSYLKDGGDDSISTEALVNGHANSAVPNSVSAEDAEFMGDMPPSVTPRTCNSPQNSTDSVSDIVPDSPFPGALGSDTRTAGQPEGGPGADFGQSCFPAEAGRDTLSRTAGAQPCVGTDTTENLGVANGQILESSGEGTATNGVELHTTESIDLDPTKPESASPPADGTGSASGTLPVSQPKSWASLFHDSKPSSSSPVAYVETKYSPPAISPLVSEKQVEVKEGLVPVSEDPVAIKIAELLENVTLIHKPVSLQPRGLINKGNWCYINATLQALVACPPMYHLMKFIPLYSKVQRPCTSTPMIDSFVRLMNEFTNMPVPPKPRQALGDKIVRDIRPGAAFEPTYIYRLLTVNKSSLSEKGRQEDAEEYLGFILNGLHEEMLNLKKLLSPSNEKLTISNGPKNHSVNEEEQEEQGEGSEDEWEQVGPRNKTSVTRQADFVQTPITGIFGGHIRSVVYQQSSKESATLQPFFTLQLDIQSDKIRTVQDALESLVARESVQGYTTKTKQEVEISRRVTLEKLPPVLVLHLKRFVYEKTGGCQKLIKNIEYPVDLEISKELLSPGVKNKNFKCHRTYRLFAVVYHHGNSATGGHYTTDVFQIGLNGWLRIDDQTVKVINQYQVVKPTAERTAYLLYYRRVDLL
OTUD3 block = inhibitors of human OTUD3 deubiquitinase; AID 1645858; 47,000 compounds, 0.7% hits; purified OTUD3, Ub-rhodamine fluorescence, 2 h; Q5T2D3; inhibition, % at 25 µM
USP7 block = human USP7 deubiquitinase inhibition | Q93009 | purified USP7, Ub-rhodamine cleavage fluorescence | inhibition, % at 20 µM | 47,000 compounds, 0.3% hits
USP8 inh = human USP8 deubiquitinase inhibition; inhibition, % at 20 µM; AID 1645853; 47,000 compounds, 4.2% hits; purified USP8, Ub-rhodamine cleavage fluorescence, 30 min
UCHL1 block = inhibitors of human UCHL1 deubiquitinase; P09936; purified UCHL1, Ub-rhodamine cleavage fluorescence; inhibition, % at 20 µM; 47,000 compounds, 0.2% hits; AID 1645859
Target sequence (P09936 whole entry, looked up): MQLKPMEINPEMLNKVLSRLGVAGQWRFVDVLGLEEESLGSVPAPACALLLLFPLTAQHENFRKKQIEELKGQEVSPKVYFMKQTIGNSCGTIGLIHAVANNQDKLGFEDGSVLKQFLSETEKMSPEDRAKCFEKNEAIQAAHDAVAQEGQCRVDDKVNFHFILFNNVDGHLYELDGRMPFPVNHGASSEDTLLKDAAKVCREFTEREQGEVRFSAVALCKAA
USP30 block = human USP30 deubiquitinase inhibition | Q70CQ3 | purified USP30, Ub-rhodamine cleavage fluorescence | inhibition, % at 25 µM | 47,000 compounds, 5.3% hits | AID 1645860
USP17 inh = inhibitors of human USP17 deubiquitinase. 47,000 compounds, 6.5% hits. inhibition, % at 50 µM. purified USP17, Ub-rhodamine cleavage fluorescence, 3 h
USP28 inh = inhibitors of human USP28 deubiquitinase | purified USP28, Ub-rhodamine cleavage fluorescence, 30 min | inhibition, % at 25 µM | 47,000 compounds, 3% hits
The depositor's hits bear a star; x = no result given. Cut-off read from the data, not from the text of the source: active = inhibition above about 30%; inactive = the rest.

Values in the order – USP10 block, OTUD3 block, USP7 block, USP8 inh, UCHL1 block, USP30 block, USP17 inh, USP28 inh
1) Cc1cccc(-c2ccc(CC3(C(N)=O)CCN(C(=O)Cc4cccc(F)c4)CC3)cc2)c1
→ 7, 0, 6, -3, 4, 0, -9, 12
2) c1ccc(-c2cc3c(NCc4ccccn4)ncnc3s2)cc1
→ 5, 16, -4, 21, 7, 26, 35*, 26
3) Cc1ccc(S(=O)(=O)N[C@@H](C(=O)N2CCC(C(=O)N[C@@H](Cc3ccccc3)C(=O)O)CC2)C(C)C)cc1
→ 3, 0, 7, 9, -2, 5, 0, -2
4) O=C(NCCc1ccccc1)c1nc(-c2ccc3cc[nH]c3c2)no1
→ 1, -2, 0, 3, 0, 7, 48*, 6
5) CN1CC(c2ncn[nH]2)c2cc(C(=O)N3CCCCC3)ccc21 (stereo not drawn)
→ 0, -10, -1, -2, -3, -15, -30, -12
6) Cc1cc(C(=O)N2C[C@H]3C[C@H]4[C@](C2)(CN(CC(=O)N(C)C)S4(=O)=O)O3)no1
→ 0, 1, 2, 0, 0, -4, 0, -6
7) CC(=O)c1ccc(N2CCN(C(=O)c3nnn(-c4ccccc4)n3)CC2)cc1
→ -3, -1, 0, -2, -2, -24, -14, -13
8) COc1ccc(S(=O)(=O)N(CC(=O)NCc2cccnc2)c2ccc(C)cc2)cc1OC
→ 1, -1, -4, -1, 0, 1, -2, 1
9) COc1nccnc1NC1CCN(C(=O)c2ccc(C)cc2)CC1
→ 1, 2, 0, 11, -1, 5, -3, 8
10) O=C(c1ccc2n[nH]nc2c1)N1C[C@H]2CC[C@@H](Nc3cnccn3)[C@H]2C1
→ -3, -6, 2, -18, -2, -17, -6, -8
11) COc1ccc(CNCC2COCc3c(C)nnn3C2)cc1 (stereo not drawn)
→ 0, 7, 0, -40, 0, 6, -1, 2
12) CCN1CCN(c2ncc(C(=O)NC3CC3)c(C)n2)CC1
→ -2, 4, 5, 16, 0, 1, 8, 3
13) CCOC(=O)c1csc(-c2cc(C)on2)n1
→ 2, 7, 3, 9, 3, 7, 6, 4
14) Cc1cccc(-c2nc3c4cnn(-c5ccc(Cl)cc5)c4ncn3n2)c1
→ -4, -12, 0, -5, -2, 10, 1, -14
15) O=C(c1cc2occc2c(Nc2ccc(F)cc2)n1)N1CCN(c2ccccc2)CC1
→ 18, 1, 11, 4, 2, -7, -4, 2

Full records, quoted from the list.
Cc1ccc(S(=O)(=O)N[C@@H](C(=O)N2CCC(C(=O)N[C@@H](Cc3ccccc3)C(=O)O)CC2)C(C)C)cc1 reads USP10 block = 3; OTUD3 block = 0; USP7 block = 7; USP8 inh = 9; UCHL1 block = -2; USP30 block = 5; USP17 inh = 0; USP28 inh = -2
COc1ccc(S(=O)(=O)N(CC(=O)NCc2cccnc2)c2ccc(C)cc2)cc1OC reads USP10 block = 1; OTUD3 block = -1; USP7 block = -4; USP8 inh = -1; UCHL1 block = 0; USP30 block = 1; USP17 inh = -2; USP28 inh = 1

The main list resumes with the 2 entries that preceded the break.
Values in the order – USP10 block, OTUD3 block, USP7 block, USP8 inh, UCHL1 block, USP30 block, USP17 inh, USP28 inh
14) Cc1cccc(-c2nc3c4cnn(-c5ccc(Cl)cc5)c4ncn3n2)c1
→ -4, -12, 0, -5, -2, 10, 1, -14
15) O=C(c1cc2occc2c(Nc2ccc(F)cc2)n1)N1CCN(c2ccccc2)CC1
→ 18, 1, 11, 4, 2, -7, -4, 2
16) O=C(c1ccc[nH]1)N1CCN(Cc2nncn2C2CCCCC2)CC1
→ 0, 11, 1, 13, 0, 8, 0, 7
17) Cc1ccccc1S(=O)(=O)N1CCC2(CC1)CCn1c(-c3cnn(C)c3)cnc12
→ 1, 9, 5, -118, 2, 7, -12, 0
18) CC(=O)N1CCc2cc(Br)cc(S(=O)(=O)NCc3ccccc3Cl)c21
→ 0, 0, 0, -61, 0, -9, -23, -15
19) CC1(C)Cc2nc(N3CCCC3)ncc2C(NC(=O)C2CCCC2)C1 (stereo not drawn)
→ -7, -33, -14, -15, -14, -143, -45, -38
20) CC(C)(C)c1cc(C(=O)N2CCC[C@H](C(=O)c3ccc(F)cc3)C2)n[nH]1
→ 1, 16, -3, 12, 0, 18, 9, 15
21) Cc1ccc2c(c1)c(=O)c(-c1nc(-c3ccccn3)no1)cn2C
→ 3, 3, 0, -18, 1, 10, 2, 3
22) CC(C)NC(=O)N1CCC2(CC1)CN(C(=O)c1ccc3[nH]ccc3c1)Cc1ccccc1O2
→ 3, 7, 2, -7, 2, 30, 3, 4
23) COc1ccc(S(=O)(=O)N2CCC(c3cc(Nc4cnccn4)cc(C)n3)CC2)cc1
→ -2, -1, 8, 16, 3, 18, 23, 6
24) Cc1ccc(N(Cc2nc3nc(C)cc(=O)n3[nH]2)C(=O)c2ccccc2F)cc1
→ 2, -8, -1, -3, -2, -13, -17, -18
25) O=C(Nc1ccccc1F)c1oc(=O)c2ccccc2c1-c1ccccc1
→ 3, -15, 0, -1, -2, -4, -10, -20
26) O=C(Nc1cc(C(F)(F)F)ccc1OCC1CCCO1)c1ccccc1 (stereo not drawn)
→ 2, -1, -25, 4, -1, 0, 1, 5
27) O=C(O)CSCC(=O)N1CCCN(c2nc3ccc(Cl)cc3s2)CC1
→ 3, -7, -6, 4, -3, -2, -10, -4
28) CC(CCc1ccccc1)NC(=O)c1ccc(SCCN2CCOCC2)nc1 (stereo not drawn)
→ -2, 3, 8, 8, 2, 13, -2, 1
29) Cc1ccc(NC(=O)c2nnn(-c3cccc(F)c3)c2C)cc1C
→ 3, 11, 5, 16, 2, 12, 13, 20
30) COc1ccc(-c2noc(CN(Cc3ccccc3F)S(C)(=O)=O)n2)c(OC)c1
→ 1, 3, -1, -2, 4, 9, 2, 8

Values in list order from the entries so far:
UCHL1 block for nos. 17 to 20, in order: 2, 0, -14, 0
USP10 block for nos. 17 to 20, in order: 1, 0, -7, 1
USP30 block for nos. 17 to 20, in order: 7, -9, -143, 18

Next part:
Values in the order – USP10 block, OTUD3 block, USP7 block, USP8 inh, UCHL1 block, USP30 block, USP17 inh, USP28 inh
31) CC(C)(C)c1ccc(OCc2ccc(C(=O)Nc3nc4ccccc4[nH]3)cc2)cc1
→ 4, 8, 5, 24, 0, -7, 0, 1
32) Cc1nc2cc(-c3noc(-c4nn(C)c5ccccc45)n3)ccc2o1
→ -7, -7, 11, -2, 3, 42*, 19, 1
33) Cc1nc2cc(-c3ccccc3)nn2c(C)c1CC(=O)Nc1ccc(F)cc1
→ 0, -7, 0, 3, 0, -11, -5, -11
34) O=C(Nc1ccc(F)c(F)c1)c1cnc2ccccc2n1
→ -7, -11, 4, 11, 0, -76, -10, -1
35) Cc1cc2nc(N3CCOCC3)n(CC(=O)Nc3cccc(F)c3)c(=O)c2n1C
→ 0, 2, 0, 19, 0, 13, 38*, -1
36) Cc1ccc(-c2nonc2NC(=O)Cc2ccccc2)cc1
→ 6, 11, -5, 5, 3, 21, 7, 4
37) Cc1ccc(C2=NC3(CCN(Cc4cccc(F)c4)CC3)NC2=O)cc1
→ -5, -22, -2, -74, -5, -55, x, -12
38) COc1ccc(OC)c(-c2csc(N(CCCN3CCOCC3)C(=O)c3cccc(C)c3)n2)c1
→ 8, -5, -14, 3, 8, -12, -9, -19
39) Cc1ccc(NC(=O)CSc2ccc(-c3sc(C)nc3C)nn2)c(C)c1
→ -3, -6, 0, -18, -1, -6, -5, -6
40) CCn1nccc1-c1cccc(-c2noc(-c3cnccn3)n2)c1
→ 0, 8, -2, -7, 4, -2, -1, 16
41) Cc1ccc(-c2cc3n(n2)CCCN(C(=O)c2cnccn2)C3)cc1
→ 0, 1, 2, 3, 2, x, -25, x
42) CCN1CCC2(CN(CCOC)CC23CCN(C(=O)Nc2ccccc2)CC3)C1=O (stereo not drawn)
→ -2, -4, 1, -101, -3, -35, -27, -23
43) Cc1cc(NCC2CCCO2)n2nc(-c3ccccc3)c(C)c2n1 (stereo not drawn)
→ 0, -21, -7, -11, -3, -19, -15, -26
44) Cn1nc(-c2nc(-c3ccc(F)cc3)no2)c2c1CCN(C(=O)C1CCCO1)C2 (stereo not drawn)
→ -1, 0, -3, -234, -4, 6, 5, 1
45) CCCNC(=O)N1CCc2c(c(-c3nc(Cc4ccccc4)no3)nn2C)C1
→ -2, -3, -3, 0, -2, -1, -4, -3

(cont.)
Values in the order – USP10 block, OTUD3 block, USP7 block, USP8 inh, UCHL1 block, USP30 block, USP17 inh, USP28 inh
46) Cc1nn(C)c(C)c1C(=O)C(=O)NC1(c2nccs2)CCCC1
→ 0, -1, 0, 0, -1, 8, 2, -2
47) COc1ccc(C2CCCN2Cc2nc(N)nc(Nc3ccccc3)n2)c(OC)c1 (stereo not drawn)
→ -5, -3, -3, 0, -3, -29, -12, -17
48) COc1ccc2c(c1)c(N1CCCC1=O)c(C(=O)NCc1cccc(OC)c1OC)n2C
→ 1, 5, 1, 9, 1, 14, 2, 57*
49) CC(=O)c1ccc(N2CCN(c3cccc(Cl)c3)CC2)s1
→ -7, -17, -14, -17, -7, -272, -54, -19
50) O=C(Nc1ncc2c(n1)CC(c1ccco1)CC2=O)c1ccco1 (stereo not drawn)
→ -3, -1, -14, -5, -2, -54, -18, -6
51) O=S(=O)(c1ccc(F)cc1)N1CCC2(CC1)NCCN=C2NCc1cccc(F)c1
→ 1, 0, 0, -11, -1, 0, -7, -2
52) Cc1cnc(C2COCCN2C(=O)c2ccc3[nH]c(C)c(C)c3c2)[nH]1 (stereo not drawn)
→ 0, 10, 5, 12, 3, 23, 10, 10
53) O=C1COc2ccc(NC(=O)N3CCN(C(c4ccccc4)c4ccccc4)CC3)cc2N1
→ 6, -3, -1, 14, 7, -14, 3, 3
54) COc1ccc(C2=Nc3ccccc3SC(c3ccc4c(c3)OCO4)C2)c(O)c1 (stereo not drawn)
→ 3, 2, 6, -321, 3, -31, -20, -18
55) COc1ccc(CNC(=O)CN2C(=O)CC(c3ccccc3)=Nc3ccccc32)cc1
→ 28, -3, 10, 29, 6, 0, 83*, -3
56) O=C(Cn1cnc2scc(-c3ccc4c(c3)CCCC4)c2c1=O)Nc1cc(Cl)ccc1Cl
→ -1, -28, -8, 0, -12, -84, -10, -18
57) COc1ccc(C)cc1NC(=O)c1coc(NC(=O)c2ccco2)n1
→ 2, 2, 0, -76, -2, -1, -13, 3
58) Cc1ccc(C2C3=C(CC(c4ccc(Cl)cc4)CC3=O)Nc3ccccc3N2C(=O)c2ccccc2)cc1 (stereo not drawn)
→ 6, 5, -5, -1, 3, 36*, 28, 15
59) O=C(Cc1noc(-c2ccccc2)n1)Nc1ccccc1
→ -8, -13, -8, 13, -7, -132, -13, -24
60) O=c1cc(CN2CCOCC2)nc2nc(NCc3ccccc3)[nH]n12
→ -10, 0, -2, 27, -7, 23, 11, 2

Carrying on:
Values in the order – USP10 block, OTUD3 block, USP7 block, USP8 inh, UCHL1 block, USP30 block, USP17 inh, USP28 inh
61) Cc1ccc(-c2ocnc2C(=O)Nc2cccc(C)c2C)s1
→ 2, 2, 3, 8, 0, -4, 0, 7
62) CCc1ccc(NC(=O)N2CCCC(CN3CCc4ccccc4C3)C2)cc1 (stereo not drawn)
→ 1, 3, 1, 15, 1, 13, 3, 9
63) O=C1CC(c2ccc(Cl)cc2)Cc2nc(N3CCc4ccccc4C3)ncc21 (stereo not drawn)
→ 4, -5, 0, -9, 1, -23, -3, -14
64) Cc1ccc(N(C(=O)CCCC(=O)Nc2ccccn2)C(C(=O)NC2CCCC2)c2ccc(F)cc2)c(C)c1 (stereo not drawn)
→ -3, 12, 0, 0, 1, 9, 16, 1
65) O=C(Nc1ccccc1F)NC1CCCc2ccccc21 (stereo not drawn)
→ 6, 0, 4, 11, -2, 40*, 3, 1
66) CCOc1ccc(-n2ccnc(SCC(=O)Nc3ccccc3Cl)c2=O)cc1
→ -1, 3, 21, 53*, -2, -37, 30*, 14
67) CN1CCN(c2ccc(NC(=O)Cc3ccccc3)cc2)CC1
→ -3, -3, 2, -3, -2, 0, -12, -9
68) O=C(COc1ccc2c(c1)OCO2)Nc1cc(Cl)ccc1Oc1ccccc1
→ 5, 12, 7, 2, 1, 16, 13, 9
69) N#Cc1ccc(C2C=C(C(=O)O)NC(=O)N2)cc1 (stereo not drawn)
→ -3, -6, 0, -4, -6, -15, -13, -6
70) COc1ccc(-c2cc(=O)[nH]c(Nc3nc(C)c4cc(C)ccc4n3)n2)cc1
→ 0, 11, 4, 21, 1, 2, 8, 5

Screening data: PubChem, Dana-Farber Cancer Institute and Novartis Institutes for BioMedical Research (Cambridge, Mass)
